RGS4 inhibitor = Inhibitors of Regulator of G Protein Signaling (RGS) 4: qHTS; Regulator of G-protein signaling 4 (Homo sapiens), P49798; Transcreener GDP fluorescence polarization, RGS4-accelerated GTP hydrolysis; Potency, µM (series often up to 114 µM), without a hit: at the highest dose activity change, negative = inhibition, usual class: inhibitors; 390,000 compounds, 0.039% hits; also: potency is read from the fitted curve at half-maximal effect; % is scaled to controls: 0 for no effect and ±100 for the full control effect; nearly all actives have a fitted effect of over 75% in size; some results filed as inactive show a strong effect at the top dose
Target sequence (P49798 whole entry, looked up): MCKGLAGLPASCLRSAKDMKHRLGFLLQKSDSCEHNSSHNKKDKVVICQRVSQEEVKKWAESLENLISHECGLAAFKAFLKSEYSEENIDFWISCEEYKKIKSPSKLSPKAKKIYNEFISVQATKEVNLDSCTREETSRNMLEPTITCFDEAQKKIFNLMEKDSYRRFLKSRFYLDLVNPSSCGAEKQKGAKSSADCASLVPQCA
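MLSMR compounds (23 nl, pin-transferred) preincubated 10 min at room temperature with a 500nM (2x) first reagent, then RGS4 at 900nM (2x) plus Transcreener GDP mix added; fluorescence polarization (620/688 nm) read before and after 90 min at 30 °C.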
Vif-A3F inh = qHTS for Inhibitors of Vif-A3F Interactions: qHTS; HeLa A3F-eYFP + Vif (tagged APOBEC3F with the HIV-1 protein that degrades it), YFP fluorescence increase; 390,000 compounds, 0.2% hits; Potency, µM (highest dose often 46.1 µM), inactives show at the top dose activity, negative = active; AID 602313, 2012; also: potency is read from the fitted curve at half-maximal effect; % of control where 0% means no effect; nearly all actives have a fitted effect of over 65% in size
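HeLa cells stably expressing Vif plus C-terminally eYFP-tagged A3F were seeded, incubated overnight at 37 deg C, dosed with compound, incubated overnight again at 37 deg C. Yellow fluorescence (Ex 488/Em 500-530) reported blocked Vif-mediated A3F-eYFP degradation.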
LDHA block = qHTS assay for inhibitors of human lactate dehydrogenase; 480,000 compounds, 0.15% hits; purified LDHA, NADH/diaphorase-resazurin fluorescence; hits give low values; L-lactate dehydrogenase A chain (Homo sapiens), P00338; activity change, % (values are at about 110 or 230 µM); in the data active = activity change below about -30%; inconclusive = mostly about -25% to -30%;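 also: plate controls were DMSO wells for no effect and wells without enzyme for full effect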
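Enzyme activity of human lactate dehydrogenase 5 (2 nM; 0.06 mM NADH, 0.2 mM pyruvate, 5 min, RT) is measured via a resazurin/diaphorase fluorescence readout of residual NADH.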
Vif-A3G inh = qHTS for Inhibitors of Vif-A3G Interactions: qHTS | AID 602310, 2012 | 410,000 compounds, 0.076% hits | Potency, µM (titrated, usually from 46.1 µM), for inactives: top-dose activity, negative = active, actives largely listed as inhibitors | HeLa A3G-eYFP + Vif (tagged APOBEC3G with the HIV-1 protein that degrades it), YFP fluorescence, overnight;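 also: potency is read from the fitted curve at half-maximal effect; % is scaled to controls: 0 for no effect and ±100 for the full control effect; nearly all actives have a fitted effect of over 60% in size; hits raise eYFP signal because A3G escapes Vif-driven loss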
Target sequence (Q9HC16 whole entry, looked up): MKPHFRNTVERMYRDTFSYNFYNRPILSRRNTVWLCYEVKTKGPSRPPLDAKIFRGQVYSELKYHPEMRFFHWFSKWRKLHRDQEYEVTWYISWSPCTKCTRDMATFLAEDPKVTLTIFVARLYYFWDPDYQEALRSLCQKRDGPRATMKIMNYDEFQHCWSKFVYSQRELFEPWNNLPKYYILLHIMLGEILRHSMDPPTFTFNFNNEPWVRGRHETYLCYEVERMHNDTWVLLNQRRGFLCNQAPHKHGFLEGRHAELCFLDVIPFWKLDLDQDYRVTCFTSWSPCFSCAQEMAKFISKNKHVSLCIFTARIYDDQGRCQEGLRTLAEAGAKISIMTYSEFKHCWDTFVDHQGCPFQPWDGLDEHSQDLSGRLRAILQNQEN
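HeLa cells stably expressing Vif and C-terminally eYFP-tagged A3G, seeded overnight at 37 deg C, then exposed to compound by pintool overnight at 37 deg C. Rise in yellow fluorescence (Ex 488/Em 500-530, Acumen) marks blocked Vif-driven A3G degradation.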
TrxR1 substrate = qHTS Assay for Substrates of Mammalian Selenoprotein Thioredoxin Reductase 1 (TrxR1): qHTS | Thioredoxin reductase 1, cytoplasmic (Rattus norvegicus), O89049 | purified TrxR1 substrate turnover, NADPH consumption readout | Potency, µM (doses to about 114 µM), inactives show at the top dose activity change, negative = substrate turnover | 390,000 compounds, 0.01% hits; also: potency is read from the fitted curve at half-maximal effect; % is scaled to controls: 0 for no effect and ±100 for the full control effect; nearly all actives have a fitted effect of over 50% in size
Target sequence (O89049 whole entry, looked up): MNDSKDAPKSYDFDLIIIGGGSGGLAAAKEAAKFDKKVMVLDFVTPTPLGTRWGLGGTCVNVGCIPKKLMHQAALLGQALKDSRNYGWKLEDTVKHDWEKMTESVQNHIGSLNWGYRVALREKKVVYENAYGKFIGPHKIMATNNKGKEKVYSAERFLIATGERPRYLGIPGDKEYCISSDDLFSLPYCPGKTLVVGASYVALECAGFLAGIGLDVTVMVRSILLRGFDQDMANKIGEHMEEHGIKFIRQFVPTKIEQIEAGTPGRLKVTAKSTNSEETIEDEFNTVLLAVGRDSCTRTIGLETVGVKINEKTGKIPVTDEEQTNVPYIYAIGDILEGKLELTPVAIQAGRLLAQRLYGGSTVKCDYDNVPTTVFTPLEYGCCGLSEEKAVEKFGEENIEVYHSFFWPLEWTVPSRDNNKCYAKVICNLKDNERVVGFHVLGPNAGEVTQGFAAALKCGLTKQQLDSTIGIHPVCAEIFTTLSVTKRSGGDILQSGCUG
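Rat TrxR1, dispensed at 90 nM, was prereduced with 400 uM NADPH (final) for 5 min at ~22 deg C, then incubated with compound 15 min before 400 uM selenite. A first-read NADPH fluorescence drop versus no-compound background flagged substrates.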
mIDH1 inhibitor = qHTS for Inhibitors of mutant isocitrate dehydrogenase 1 (IDH1): qHTS. Potency, µM (titrated, usually from 76.6 µM), without a hit: at the top dose activity change, negative = inhibition, hits mostly inhibitors. AID 602179, 2012. Isocitrate dehydrogenase [NADP] cytoplasmic (Homo sapiens), O75874. 390,000 compounds, 0.093% hits. IDH1-R132H enzyme, NADPH consumption, diaphorase/resazurin fluorescence; also: potency is read from the fitted curve at half-maximal effect; % is scaled to controls: 0 for no effect and ±100 for the full control effect; nearly all actives have a fitted effect of over 65% in size
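IDH1-R132H (0.5 ug/mL) preincubated 30 min with compound, then NADPH (0.016 mM) and alpha-KG (2 mM) added; 80 min at RT, pH 7.5. Remaining NADPH coupled via diaphorase/resazurin to fluorescence (540/590 nm); concentration-response curves normalized to no-enzyme control.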
USP1 inh = Inhibitors of USP1/UAF1: Primary Screen | Ubiquitin carboxyl-terminal hydrolase 1 (Homo sapiens), O94782 | recombinant USP1/UAF1, Ub-Rhodamine cleavage fluorescence | Potency, µM (doses to about 57.1 µM), inactives show at the highest dose activity change, negative = inhibition, most hits filed as inhibitors | 390,000 compounds, 0.23% hits; also: potency is read from the fitted curve at half-maximal effect; % is scaled to controls: 0 for no effect and ±100 for the full control effect; nearly all actives have a fitted effect of over 60% in size; inactives centre near -12
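In this screen, compounds sit with the deubiquitinase complex (1nM) for 15 min at room temperature before Ub-Rho is added at 150nM final. Fluorescence rise is then followed for 6 reads every 60 seconds.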
TrxR1 inh = qHTS Assay for Inhibitors of Mammalian Selenoprotein Thioredoxin Reductase 1 (TrxR1): qHTS; 390,000 compounds, 1% hits; Potency, µM (doses to about 114 µM), for the others: top-dose activity change, negative = inhibition, usual class: inhibitors; recombinant rTrxR1, NADPH fluorescence consumption, selenite substrate; also: potency is read from the fitted curve at half-maximal effect; % is scaled to controls: 0 for no effect and ±100 for the full control effect; nearly all actives have a fitted effect of over 65% in size
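Rat TrxR1 (90 nM in the dispensed reagent) was pre-reduced with 400 uM NADPH for 5 min at room temperature, then incubated with compound for 15 min. After 400 uM selenite was added, NADPH fluorescence (Ex 340/Em 450 nm) was followed for 8 min.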
GRP78 ERSR act = qHTS for Inducers of the Endoplasmic Reticulum Stress Response (ERSR) in Human Glioma: qHTS; U87-MG GRP78 promoter luciferase reporter, 16 h; Potency, µM, for inactives: at the top dose activation, hits mostly activators; 420,000 compounds, 0.02% hits; AID 602332, 2012; also: potency is read from the fitted curve at half-maximal effect; series mostly up to about 76 µM; % of control where 0% means no effect; nearly all actives have a fitted effect of over 35% in size
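ERSR induction read as luciferase luminescence (Bright-Glo, 10 min at room temperature) in stably transfected human U87-MG glioma cells exposed to compounds for 16 h, using GRP78 as sensor.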
The depositor's hits bear a star; ? = inconclusive; . = not tested or not shown; [ ] = another dose, or the depositor's remark. Unless noted, calls follow the shape of the dose curve; as a rule, active = well fitted curve in the direction sought with a large enough effect; inconclusive = small, poorly fitted or top-dose-only effect, or another doubt; inactive = no such curve, though single readings can be large; an effect the other way counts as inactive or inconclusive. Some of the compounds tested (hit frequency here may not be typical).

SMILES	RGS4 inhibitor	Vif-A3F inh	LDHA block	Vif-A3G inh	TrxR1 substrate	mIDH1 inhibitor	USP1 inh	TrxR1 inh	GRP78 ERSR act
CCCN(C(=O)COC(=O)CCOc1ccccc1C)c1c(N)n(Cc2ccccc2)c(=O)[nH]c1=O	-9%	0%	-7	-2%	1%	0%	-25%	10%	-6%
CNC(=O)c1csc(-c2ccc(C)cc2)n1	0%	-6%	-3	-6%	-2%[57.1 µM]	1%	0%	2%[57.1 µM]	0%
S=C(NCc1ccccc1)N1CCn2cccc2C1c1cccnc1 (stereo not given)	4%	1%	-5	-7%	9%	-2%	-9%	14%[57.1 µM]	-7%
Cc1ccccc1-c1nc(CNC(=O)Nc2ccccc2)c(C)o1	-10%	-12%	0	-3%	4%[57.1 µM]	-5%	-29%	23%[57.1 µM]	-1%
O=C(COc1ccccc1)NCCS(=O)(=O)N1CCN(c2ccccc2)CC1	-1%	-10%	-5	2%	-7%	-2%	-1%	-7%	-5%
Cc1ccc2[nH]cc(CCNS(=O)(=O)c3ccc(F)cc3)c2c1	-9%	4%	0	3%	7%	0%	-24%	15%	-5%
C=CCn1c(CNS(=O)(=O)c2ccc(Br)cc2)nnc1SC	-6%	3%	0	1%	1%	8%	-18%	8%	1%
COc1cc(C(CC(=O)Nc2ccc(C)cn2)N2Cc3ccccc3C2=O)cc(OC)c1OC (stereo not given)	-2%	13%	-3	-5%	5%[57.1 µM]	3%	-20%	0%[57.1 µM]	-1%
NS(=O)(=O)c1ccc(CCNC(=O)CN2C(=O)c3ccccc3S2(=O)=O)cc1	-1%	-2%	-5	1%	-5%	0%	-2%	-10%	-4%
CC(C)CNC(=O)C(=O)NCC1OCCN1S(=O)(=O)c1cccs1 (stereo not given)	-8%	-14%	-3	6%	-7%	0%	-6%	-11%	-2%
Cn1cc(S(=O)(=O)N2CCN(c3ccccc3F)CC2)c(=O)n(C)c1=O	-16%	-9%	2	0%	24%[57.1 µM]	9%	-14%	28%[57.1 µM]	-4%
N#Cc1cc2c(=O)n3ccccc3nc2n(-c2ccccc2Cl)c1=O	2%	-1%	4	?	.	-3%	-17%	-73%	-2%
Cc1nnc(SCc2ccccc2C#N)n1-c1ccccc1	-8%	2%	5	2%	-1%	1%	-20%	10%	-2%
O=C(COC(=O)c1c2c(nc3ccccc13)/C(=C\c1ccco1)CC2)NC1CCCC1	?	?	-1	-18%	-13%	1%	-10%	?	4%
Oc1ccc(N=C/C=C/c2cccc(Br)c2)cc1-c1nc2ccccc2s1	-40%	3%	15	-21%	-7%	2%	?	?	8%
CCCCn1c(N)c(N(Cc2ccccc2OC)C(=O)CCC(C)C)c(=O)[nH]c1=O	-33%	5%	-6	-1%	6%	-1%	-5%	17%	-2%
CCOc1cccc(CNCc2ccc(C(=O)O)cc2)c1	-2%	-7%	-6	2%	2%	-1%	-29%	10%	-2%
CCC1CCc2sc(C(=O)NC3CCN(Cc4ccccc4)CC3)cc2C1 (stereo not given)	-19%	11%	-2	0%	-3%	-1%	-14%	5%	-2%
Cc1ccccc1C(=O)NC1(C(F)(F)F)C(=O)Nc2c1c(=O)[nH]c(=O)n2CCc1ccccc1 (stereo not given)	16%	5%	-5	3%	-2%[57.1 µM]	10%	5%	23%[57.1 µM]	-2%
Cc1coc2c1c(C)cc1oc(=O)c(CC(=O)NCCCN3CCCC3=O)c(C)c12	-18%	2%	5	2%	81%[activator]	2%	0%	-8%	-1%
COc1cccc(N(C(=O)Cn2nnc(-c3cccs3)n2)C(C(=O)NC2CCCCC2)c2ccncc2)c1 (stereo not given)	-33%	1%	-6	-7%	0%	-4%	-24%	7%	-3%
N/C(=N\NC(=O)c1cccs1)c1cc2ccccc2oc1=O	19%	2%	4	1%	-21%	6%	-14%	?	-2%
CCN(Cc1ccncc1)Cc1cn(C)nc1-c1ccc(Oc2ccccc2)cc1	19%	7%	0	0%	-5%	-5%	-2%	8%	5%
CC1CN(C(=O)N2CCOCC2)CCN1C(=O)N1CCOCC1 (stereo not given)	23%	0%	-9	-1%	8%[57.1 µM]	5%	0%	8%[57.1 µM]	-2%
CCOc1ccccc1NC(=O)Cn1c(=O)n(C(C)C)c(=O)c2oc3ccccc3c21	4%	0%	-12	4%	3%	20%	6%	2%	-1%
Cc1ccc(C(=O)N2CCCC(CCC(=O)N3CCN(c4ccccn4)CC3)C2)cc1C (stereo not given)	-17%	5%	-1	2%	0%	8%	-19%	2%	2%
Cc1ccc2[nH]c3c(c2c1)CCCC3NC(=O)CCl (stereo not given)	-6%[56.9 µM]	-2%	1	?	1%	-10%	-22%	?	-14%
CCOc1ccc(-n2cc(-c3ccccc3)c3c(SC(C)C(=O)OC)ncnc32)cc1 (stereo not given)	2%	4%	-7	-5%	3%	4%	-7%	-4%	-2%
CC(/C=N/NC(=O)c1cnccn1)=C\c1ccco1	-38%	-8%	17	0%	-5%[57.1 µM]	13%	-14%	-6%[57.1 µM]	5%
O=C(Nc1ccccc1Cl)Nc1ccccc1Cl	-7%	0%	-4	0%	-1%	1%	-12%	14%	3%
S=C(NNc1ccnc2cc(Cl)ccc12)Nc1ccccc1Cl	?	-7%	6	-30%	-15%	11%	?	?	0%
C[C@H](C(=O)NCc1ccccc1)C(=O)c1ccccc1	-1%	-8%	-2	2%	1%	-7%	-3%	12%	2%
Cc1ccccc1-c1noc(-c2ccc(N3CCN(c4ccccc4)CC3)c([N+](=O)[O-])c2)n1	6%	0%	-3	6%	-9%	-1%	-16%	5%	-3%
CCOCC(=O)Nc1nc(C)cc(C)n1	4%	-7%	-4	3%	5%	3%	-15%	26%	-2%
CCn1cc(C(C)NC(=O)COc2ccc(Cl)cc2C)c(C)n1 (stereo not given)	18%	6%	-6	-2%	4%	7%	-14%	10%	-5%
NC(=O)c1cc2ccccc2o/c1=N\NC(=O)c1ccncc1	1%	7%	-1	0%	-3%	-3%	-24%	19%	-2%
COc1ccccc1C(=O)C1CCCN(C(=O)c2cnn(C(C)C)c2)C1 (stereo not given)	6%	4%	-7	2%	-13%	-15%	-13%	?	-1%
CCOc1cc(/C=N\NC(=O)C2C(=O)NCC2c2ccccc2)ccc1OC (stereo not given)	14%	2%	0	0%	-15%	0%	-1%	-21%	-3%
O=C(OCC(=O)N1CCCC1)c1ccc(OC(F)(F)F)cc1	14%	0%	-6	3%	-6%	-5%	-6%	-1%	2%

Given with bars between the fields: six of the compounds above.
Structure | RGS4 inhibitor | Vif-A3F inh | LDHA block | Vif-A3G inh | TrxR1 substrate | mIDH1 inhibitor | USP1 inh | TrxR1 inh | GRP78 ERSR act
CC1CN(C(=O)N2CCOCC2)CCN1C(=O)N1CCOCC1 (stereo not given) | 23% | 0% | -9 | -1% | 8%[57.1 µM] | 5% | 0% | 8%[57.1 µM] | -2%
CCOc1ccc(-n2cc(-c3ccccc3)c3c(SC(C)C(=O)OC)ncnc32)cc1 (stereo not given) | 2% | 4% | -7 | -5% | 3% | 4% | -7% | -4% | -2%
N/C(=N\NC(=O)c1cccs1)c1cc2ccccc2oc1=O | 19% | 2% | 4 | 1% | -21% | 6% | -14% | ? | -2%
O=C(Nc1ccccc1Cl)Nc1ccccc1Cl | -7% | 0% | -4 | 0% | -1% | 1% | -12% | 14% | 3%
CCN(Cc1ccncc1)Cc1cn(C)nc1-c1ccc(Oc2ccccc2)cc1 | 19% | 7% | 0 | 0% | -5% | -5% | -2% | 8% | 5%
COc1cccc(N(C(=O)Cn2nnc(-c3cccs3)n2)C(C(=O)NC2CCCCC2)c2ccncc2)c1 (stereo not given) | -33% | 1% | -6 | -7% | 0% | -4% | -24% | 7% | -3%

Complete entries from above. Values in the order: RGS4 inhibitor | Vif-A3F inh | LDHA block | Vif-A3G inh | TrxR1 substrate | mIDH1 inhibitor | USP1 inh | TrxR1 inh | GRP78 ERSR act
NS(=O)(=O)c1ccc(CCNC(=O)CN2C(=O)c3ccccc3S2(=O)=O)cc1 in the list: -1% | -2% | -5 | 1% | -5% | 0% | -2% | -10% | -4%
Oc1ccc(N=C/C=C/c2cccc(Br)c2)cc1-c1nc2ccccc2s1 in the list: -40% | 3% | 15 | -21% | -7% | 2% | ? | ? | 8%
CCOc1ccc(-n2cc(-c3ccccc3)c3c(SC(C)C(=O)OC)ncnc32)cc1 (stereo not given) in the list: 2% | 4% | -7 | -5% | 3% | 4% | -7% | -4% | -2%

Compound activity from PubChem.
